FN deposition inh – fibronectin deposition inhibition. actives 0.086% (n = 350,000). inhibition, % at 12.6 µM. AID 743247. AH1F fibroblasts, Alexa488-fibronectin deposition fluorescence, overnight;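 active means mean inhibition across replicates of 30% or more, regardless of how many single replicates reach that level; inconclusive means mean under 30% yet at least half of replicates reach 30%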;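 further: positive control wells lacked labelled fibronectin entirely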
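Material: AH1F fibroblast monolayer depositing Alexa488-labelled fibronectin into matrix | Input: 10000 AH1F cells/well | Medium: DMEM plus 2% serum, read in PBS | Reagent: Alexa488-fibronectin, 24 nM final in well | Compound dosing: One dose per compound, pinned | Schedule: 1 h adhesion, overnight exposure | Measured by: Fluorescence at 485 nm excitation, 525 nm emission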
Cneo AK release – Cryptococcus neoformans lysis via adenylate kinase release; C. neoformans lysis, adenylate kinase release luminescence, 4 h; normalised: neutral wells 0, clomiphene wells 100; lysis activity, % at 15 µM; actives 0.2% (n = 360,000);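 active means mean lysis activity across replicates of at least 80%, whatever share of replicates individually reach that level; inactive means mean lysis activity below 80%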
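Material – log-phase Cryptococcus neoformans yeast cells · Input – 5 × 10^6 yeast cells/mL · Medium – fresh YPD growth medium · Doses – single compound concentration per well · Timing – static 4 h at 37 °C with compound, 1 h detection · Detection – adenylate kinase release luminescence · Read-out – signal increase indicating cell lysis · Control set – Clomiphene as positive lysis control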
miR122 inh – inhibitors of miR-122 in Huh7 cells | Huh7 miR-122 Renilla luciferase sensor, 48 h; neutral wells = 0, positive control = 100 | activation (reporter increase), % at 12.5 µM | actives 0.3% (n = 340,000) | AID 602342;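 active means mean replicate activation score at least 90 and every replicate individually at or above 90; inconclusive means only one of the two criteria met; inactive means neither criterion met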;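 further: higher luciferase means less miR-122 activity so hits act as miR-122 inhibitors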
PGC1a acetyl inh – PGC1a acetylation modulation, inhibitor mode; U2OS PGC1a acetylation, AlphaScreen anti-acetyl-lysine; with virally co-expressed GCN5 acetyltransferase; inhibition, % at 15.6 µM; actives 0.17% (n = 350,000);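 active means every replicate shows inhibition of at least 40%; inconclusive means mean inhibition at least 40% but some replicate below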;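 further: 0% = neutral control wells and 100% = positive control wells; some results beyond the cut were filed as inactive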
CASP6 VEID inh – caspase-6 (human) enzyme inhibition; AID 686996; actives 0.53% (n = 350,000); purified caspase-6, Z-VEID-R110 cleavage fluorescence; inhibition, % at 12.5 µM;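 active means mean inhibition across replicates at least about 35%, with every replicate also reaching that limit, limit read from the data; inconclusive means only one of the two criteria met; inactive means neither criterion met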;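 further: 0% = median of neutral control wells and 100% = no fluorescence left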
Target sequence (P55212 24-179 limits assumed): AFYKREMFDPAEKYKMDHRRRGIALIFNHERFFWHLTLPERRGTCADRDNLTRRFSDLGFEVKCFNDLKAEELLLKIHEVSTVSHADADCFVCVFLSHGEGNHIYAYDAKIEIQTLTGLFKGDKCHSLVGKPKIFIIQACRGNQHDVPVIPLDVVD
Target sequence (P55212 194-293 limits assumed): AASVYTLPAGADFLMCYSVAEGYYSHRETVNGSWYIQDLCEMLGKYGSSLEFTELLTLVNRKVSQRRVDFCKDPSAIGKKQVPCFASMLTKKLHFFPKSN
LGR2 antag – Drosophila LGR2 receptor signaling inhibition. AID 720647. HEK293 LGR2, CRE-luciferase, bursicon-stimulated, 4 h. inhibition, % at 9.99 µM. actives 0.35% (n = 380,000);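 active means drop in luminescence signal, shown as inhibition above about 50% in the replicate tests, limit read from the data, passing the limit was not always enough; inconclusive means probably only some replicates passing the limit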;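 further: agonist challenge used bursicon conditioned medium at about half maximal strength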
EWS-Fli inh – inhibitors of EWS/Fli oncoprotein transcriptional activity; actives 0.67% (n = 350,000); inhibition, % at 12.6 µM; A673 NR0B1-luciferase reporter, viability-normalised;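 active means mean inhibition of at least 50% after viability correction, with every replicate also passing that limit; inconclusive means mean reaches 50% but only one of two replicates passes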;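 further: firefly luciferase signal divided by Alamar Blue viability fluorescence both relative to DMSO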
PAX8 reporter – lowers PAX8-driven luciferase in RMG-I cells. RMG-I TPO-luciferase reporter, SteadyGlo, 24 h. inhibition, % at 12.6 µM. actives 1.2% (n = 360,000);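 active means mean replicate inhibition at least 60% with every replicate also reaching 60%; inconclusive means only one of the two criteria is met; inactive means mean below 60% and not all replicates reaching 60%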;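 further: luciferase light reporting Pax8 driven TPO promoter activity; plate controls were median of neutral control wells for no effect and mitoxantrone controls for full effect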
An asterisk follows results filed as active; ? = inconclusive; nt = not tested or not shown; & = joins results of further samples; ! = not active in a repeat; [ ] = dose if it differs, or a comment.

SMILES	FN deposition inh	Cneo AK release	miR122 inh	PGC1a acetyl inh	CASP6 VEID inh	LGR2 antag	EWS-Fli inh	PAX8 reporter
CN1[C@@H]2c3ccc(C4=CCCC4)c(=O)n3C[C@@H]2[C@@H](CO)[C@@H]1C(=O)NC1Cc2ccccc2C1	nt	2	3[16.7 µM]	-16	-5	-1	4	3
O=C(COc1ccc(Cl)cc1)N/N=C/c1cccc2cccnc12	7	-1	nt	nt	0	10	-12	36
O=C(c1ccccc1)N1N=C(c2ccccc2)CC1c1cccs1 (configuration not stated)	3	-4	1	-1	-1	0	1	6
COc1ccc([C@H]2CC(=O)C=C(c3ccc4c(c3)OCCO4)C2)cc1	0	0	-1	-14	-1	-46	-29	-20
COCCNC(=O)C1(C)CCCN(C(=O)c2cccnc2SC)C1 (configuration not stated)	0	2	-8	5	0	3	3	2
COc1ccc(S(=O)(=O)Nc2ccc3c(c2)C(=O)N([C@@H](C)CO)C[C@@H](C)[C@@H](CN(C)S(=O)(=O)c2c(C)noc2C)OCCCC[C@@H](C)O3)cc1	-9	1	-14[16.7 µM]	-11	-4	12	13	14
O=C(CSC1=NCCN1)NC1CCCCCC1	-23	1	1	-27	nt	nt	nt	nt
COc1cc2c(cc1OC)CN(C(=O)/C=C/c1cc(OC)c(OC)c(OC)c1)CC2	nt	0	nt	nt	1	-10	3	6
Cc1cccc(C(=O)NCC(=O)N2CCC2)c1	-7	-3	-7	-4	6	5	-4	-4
COc1ccccc1C(=O)NCCN1CCC(n2c(=O)[nH]c3ccccc32)CC1	-6	nt	nt	nt	-3	18	2	10
COc1ccccc1C(=O)NCCC(=O)N1CCN(S(=O)(=O)c2ccccc2C(F)(F)F)CC1	5	-1	-1	5	-3	-12	1	nt
Cc1ccc(NC(=S)Nc2ccc(OC(F)F)c(Cl)c2)cc1Cl	-1	-2	-6	7	-1	-27	0	-8
COc1ccc2[nH]c(=O)c(C(c3nnnn3C(C)(C)C)N(Cc3ccco3)CC3CCCO3)cc2c1 (configuration not stated)	nt	1	2	1	4	13	5	nt
CC(=O)Nc1ccc(S(=O)(=O)NC2(C(F)(F)F)C(=O)Nc3c2c(=O)[nH]c(=O)n3C)cc1 (configuration not stated)	-12	4	-4	2	nt	16	nt	nt
COc1ccc(CCNC(=O)C(CC(C)C)NC(N)=O)cc1 (configuration not stated)	-1	1	-4	15	-2	12	-13	21
O=C(c1ccc(Cl)cc1)c1oc2ccccc2c1CS(=O)c1ccccc1 (configuration not stated)	nt	4	1	-12	nt	-11	nt	nt
Cc1cc2oc(=O)cc(Cn3ccnc3)c2cc1C	6	5	2	-12	nt	nt	nt	-14
CCOc1ccccc1C(=S)NC1CCCCC1	-6	2	-16	nt	0	2	-3	-11
COc1cc([C@H]2OC[C@H]3[C@@H]2CO[C@H]3c2ccc(O)c(OC)c2)ccc1O	-3	1	-2	-13	1	2	0	-7
Cc1ccc(C(O)P(=O)(OC2CCCCC2)OC2CCCCC2)cc1 (configuration not stated)	-8	0	49	-1	nt	nt	nt	nt
CO[C@@H]1CN(C)C(=O)c2cc(NS(=O)(=O)Cc3ccccc3)ccc2OC[C@@H](C)N(Cc2nccs2)C[C@H]1C	-2	11	nt	3	-1	-13	9	3
O=C(CN1C(=O)c2ccccc2S1(=O)=O)NCc1ccco1	-7	nt	nt	-8	1	-19	-3	2
CCCC(=O)NNC(=O)CCC(=O)NCc1ccccc1	-11	3	-2	4	nt	3	nt	nt
COc1cc2sc(-c3ccc(S(C)(=O)=O)cc3)c(C(=O)NCCCCO)c2cc1OC	-2	1	-2	6	-1	-7	-2	-1
CNC[C@H]1OCCCC[C@@H](C)Oc2ccc(NS(=O)(=O)c3ccccc3)cc2C(=O)N([C@H](C)CO)C[C@@H]1C	-1	4	5[16.7 µM]	?	0	0	-2	-11
C[C@@H]1CN([C@@H](C)CO)C(=O)CCCn2nncc2CO[C@H]1CN(C)C(=O)Nc1ccc(F)cc1	8&-4	4&2	-4	4&9	-3&1	-3&-17	-7&8	12&13
COc1ccc(OC)c(NC(=O)c2cc(-c3cc(C)c(C)cc3O)n[nH]2)c1	-3	-2	-6	-1	1	-26	-34	15
CCN(CC)S(=O)(=O)c1ccc2c(c1)c(=O)c(C(=O)NCc1ccco1)cn2C	-13	nt	nt	-10	1	-2	0	16
C[C@H](CO)N1C[C@H](C)[C@@H](CN(C)C(=O)C2CC2)Oc2ncc(C#Cc3ccccc3F)cc2C1=O	nt	-8	7[16.7 µM]	-5	1	7	-8	nt
CN(C)S(=O)(=O)c1cccc(C(=O)NCCOC(=O)c2cc(F)c(F)cc2Cl)c1	-6	-2	3	11	0	-11	4	3
Cc1nc(SCC(=O)NCc2ccc3c(c2)OCO3)nc(C)c1C	2	1	-3	4	-1	-7	-5	0
COc1cc(C(=O)NC(=S)Nc2ccccc2[N+](=O)[O-])cc(OC)c1OC	-5	-1	-5	12	0	23	-6	8
Oc1c(Br)cc(Br)cc1C=NCc1ccccc1	nt	nt	nt	-6	10	45	9	-8
O=C(C[C@@H]1CC[C@@H](NC(=O)Nc2ccccc2F)[C@@H](CO)O1)NCc1ccc(Cl)cc1	-2	-2	nt	10	-1	-6	7	-2
O=C(NCC1CCN(C(=O)C(=O)c2cc3ccccc3o2)CC1)c1ccc2c(c1)OCCCO2	-7	nt	nt	nt	-4	-19	-1	-7
C[C@@H]1CN([C@H](C)CO)C(=O)c2cc(C3=CCCC3)cnc2O[C@H]1CN(C)C(=O)C1CCOCC1	nt	-2	-7[16.7 µM]	11	-3	-3	8	-11
O=C(NCCc1ccc(F)cc1)c1ccc2c(=O)n3c(nc2c1)CCC3	-1	nt	0	nt	-2	-38	-58	nt
CCOc1ccc(C(C)NC(=S)NCc2ccc(Cl)cc2)cc1 (configuration not stated)	14	nt	nt	nt	3	nt	3	19
Cc1cc[n+](-c2[nH]c(=O)sc2/C=N/N=C(\[O-])c2ccncc2)cc1C	4	-1	nt	nt	-2	9	nt	-8
CN(CC(=O)Nc1ccc(F)c(F)c1F)C(=O)CN1C(=O)C2CCCCC2C1=O (configuration not stated)	2	2	0	-5	1	7	-6	nt

Of the compounds above, 2 have a CF3 group.
SMILES	FN deposition inh	Cneo AK release	miR122 inh	PGC1a acetyl inh	CASP6 VEID inh	LGR2 antag	EWS-Fli inh	PAX8 reporter
COc1ccccc1C(=O)NCCC(=O)N1CCN(S(=O)(=O)c2ccccc2C(F)(F)F)CC1	5	-1	-1	5	-3	-12	1	nt
CC(=O)Nc1ccc(S(=O)(=O)NC2(C(F)(F)F)C(=O)Nc3c2c(=O)[nH]c(=O)n3C)cc1 (configuration not stated)	-12	4	-4	2	nt	16	nt	nt

(next part)
SMILES	FN deposition inh	Cneo AK release	miR122 inh	PGC1a acetyl inh	CASP6 VEID inh	LGR2 antag	EWS-Fli inh	PAX8 reporter
CN(C1CCCCC1)S(=O)(=O)c1cccc(C#N)c1	-4	nt	-2	-11	0	24	-3	-6
O=C(NC1CC1)C1=C[C@@H](c2ccccc2)C[C@@H](OCCCCO)O1	-4	2	-2	0	-3	6	-17	-9
Cc1ccc[n+](CC(=O)c2ccc(Br)cc2)c1	2	0	-1	-4	-6	-15	19	16
Cc1cccc(C)c1N1C(=O)c2ccccc2NC(=O)C1C(=O)NCCc1ccccc1F (configuration not stated)	nt	nt	nt	nt	-3	26	-4	9
C[C@@H]1CN([C@H](C)CO)C(=O)Cc2cc(N(C)C)ccc2O[C@@H]1CN(C)S(=O)(=O)c1ccccc1	nt	-6	0[16.7 µM]	-1	2	18	nt	-8
O=C(c1ccccc1)N1CCN(C(=O)c2cccnc2)CC1	6	3	-3	12	1	-6	8	-3
Cc1ccc(C(=O)Oc2ccc(N3C(=O)CCC3=O)c(C)c2)cc1	nt	-3	-3	0	-2	-18	-1	-25
C[C@@H]1CN([C@H](C)CO)C(=O)c2cc(NC(=O)Nc3cccc4ccccc34)ccc2O[C@H]1CN(C)C	nt	0	-2[16.7 µM]	1	-5	6	1	18
COc1cccc(-c2ccc3c(c2)[C@@H]2[C@@H](CCN2S(=O)(=O)c2cccc(OC)c2)[C@H](CO)N3)c1	17	-2	-4[16.7 µM]	-14	1	0	0	73*
CCC(=O)N(C)C[C@H]1Oc2ncc(C3=CCCC3)cc2C(=O)N([C@H](C)CO)C[C@H]1C	-2	nt	6[16.7 µM]	9	-1	8	0	nt
Cc1noc(C)c1S(=O)(=O)Nc1ccc2c(c1)C(=O)N([C@@H](C)CO)C[C@H](C)[C@H](CN(C)CC1CC1)OCCCC[C@@H](C)O2	nt	-1	2[16.7 µM]	7	nt	1	-16	-6
CN(C)CC(=O)Nc1ccc2c(c1)[C@@H]1C[C@H](CC(=O)N(C)C)O[C@@H](CO)[C@@H]1O2	11	2	-2[16.7 µM]	-2	-1	-1	-3	nt
CCOc1ccc(C(=O)NC(C)(C)CC)cc1	0	nt	0	33	0	-44	0	-36
CC(C)(C)S(=O)(=O)N1C[C@H]2CC(=O)C=C2[C@@H]1CCO	5	nt	nt	nt	-1	5	-2	-6
COc1ccc(C#Cc2ccc3c(c2)[C@H]2[C@H](CCN2S(=O)(=O)c2ccccc2C)[C@@H](CO)N3C)cc1	-12	-2	10[16.7 µM]	15	-4	1	-6	-16
C[C@@H]1CCCCO[C@@H](CN(C)C(=O)Nc2ccc3c(c2)OCO3)[C@H](C)CN([C@@H](C)CO)C(=O)c2cc(NC(=O)Nc3ccc(F)cc3)ccc2O1	nt	0	-13[16.7 µM]	2	-1	-17	-6	11
COC(=O)c1ccc(COC(=O)C2CCN(S(=O)(=O)c3ccccc3C(=O)OC)CC2)cc1	-9	0	nt	nt	-3	-13	6	-14
CC(OC(=O)c1ccc(Br)o1)C(=O)NCC1CCCCC1 (configuration not stated)	1	-2	-8	-4	12	3	2	-5
Cc1cccc(C2c3[nH]c4ccccc4c3CCN2C(=O)Cc2n[nH]c(C)n2)n1 (configuration not stated)	nt	nt	nt	nt	1	2	11	29
COc1ccc(S(=O)(=O)Nc2ccc(S(=O)(=O)Nc3cc(C)nc(C)n3)cc2)cc1OC	3	3	-4	15	-3	0	-7	-15
O=S(=O)(NC1CCCC1)c1ccc(S(=O)(=O)N2CCCN(Cc3ccccc3)C2)cc1	nt	nt	-9	-5	-1	6	13	nt
C=CCN(CC=C)C(=S)NCCc1ccc(OC)c(OC)c1	0	0	-2	9	nt	-2	nt	-8
Cc1ccc(C(C)NC(=O)c2c(-c3ccccc3)noc2C)cc1C (configuration not stated)	-1	2	-3	nt	1	18	5	nt
COc1ccccc1NC(=O)Nc1ccc2c(c1)C(=O)N(C)C[C@H](OC)[C@H](C)CN[C@H](C)CO2	nt	-4	nt	0	2	-1	-7	-8
COc1ccccc1S(=O)(=O)N(C)C[C@H]1Oc2cc(C#CCC3CCCC3)ccc2S(=O)(=O)N([C@H](C)CO)C[C@H]1C	9&8	-1&3	28	-13&6&-13	1&0&4	1&6	8&15&8	84*!
COc1ccc(N(C(=O)c2ccncc2)S(=O)(=O)c2cccc([N+](=O)[O-])c2)cc1	3	6	-4	6	0	8	nt	2
CC1CN(C)C(C)c2c1oc1ccc(N)cc21 (configuration not stated)	2	nt	nt	nt	-19	-27	-1	12
O=C(CSc1nnc(CCCO)n1-c1ccccc1)NCCc1ccccc1	10	-2	4	30	nt	nt	nt	nt

Screening data (PubChem BioAssay)
